# PHOSPHO1 inh = PHOSPHO1 (human) inhibition; 290,000 tested, 1.1% active; AID 1565; inhibition, % at 13.3 µM; Q8TCT1; recombinant PHOSPHO1, absorbance phosphatase assay; in the data active = inhibition above about 60%
# Target sequence (Q8TCT1 whole entry, looked up): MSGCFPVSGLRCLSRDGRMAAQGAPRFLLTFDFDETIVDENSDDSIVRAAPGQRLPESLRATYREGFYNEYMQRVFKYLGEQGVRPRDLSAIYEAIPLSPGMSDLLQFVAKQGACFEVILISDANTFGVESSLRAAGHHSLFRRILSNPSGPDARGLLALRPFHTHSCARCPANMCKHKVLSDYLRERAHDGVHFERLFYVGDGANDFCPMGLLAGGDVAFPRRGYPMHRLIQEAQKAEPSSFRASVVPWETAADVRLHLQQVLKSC
# OXTR ag = activates the human oxytocin receptor; P30559; CHO-OTR cells, Fluo-8 calcium fluorescence; normalized: DMSO 0%, oxytocin 100%; 320,000 tested, 0.32% active; AID 2435; activation, % at 3 µM;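 active = activation above the mean of all tested compounds plus 3 SD, cutoff set per screening run, cut at about 20% in these data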;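 note: peak over basal fluorescence ratio from a 100 s FLIPR kinetic read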
# IMP-1 inhibitor = inhibitors of Pseudomonas aeruginosa IMP-1 metallo-beta-lactamase | 290,000 tested, 0.45% active | inhibition, % at 5.6 µM | AID 1556 | purified IMP-1, nitrocefin hydrolysis, epi-absorbance fluorescence;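 active = inhibition above the mean plus 3 SD of all compounds in the same screening run, cut at about 4.5% in these data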;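 note: 0% = IMP-1 with DMSO and 100% = DMSO wells lacking enzyme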
#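 Assay system: purified recombinant IMP-1 beta-lactamase. Input: IMP-1 0.2 nM before substrate addition. Buffer or medium: Zinc- and detergent-supplemented HEPES buffer, pH 7.1. Schedule: 25 °C, 15 min preincubation, 25 min reaction. Signal: Epi-absorbance fluorescence, 480 nm excitation, 530 nm emission. Evaluation: percent inhibition from optical density relative to buffer-blank wells.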
# VIM-2 inhibitor = inhibitors of Pseudomonas aeruginosa VIM-2 metallo-beta-lactamase; purified VIM-2, nitrocefin hydrolysis, epi-absorbance fluorescence; inhibition, % at 5.6 µM; 290,000 tested, 0.89% active;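 active = inhibition above the mean of all tested compounds plus 3 SD, cutoff set per screening run, cut at about 7.5% in these data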;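 note: red hydrolysis product quenches plate fluorescence so inhibitors raise well fluorescence; 0% = enzyme with DMSO and 100% = DMSO without enzyme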
# NS3 helicase inh = HCV NS3 helicase inhibition; NS3 helicase DNA unwinding, Cy5 molecular beacon fluorescence; inhibition, % at 10.9 µM; 290,000 tested, 0.56% active;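 active = inhibition above the mean of all tested compounds plus 3 SD, set per campaign, cut at about 35% in these data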;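 note: 0% = DMSO wells and 100% = thioflavine S control wells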
#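 Assay system: hepatitis C virus NS3 helicase domain fragment enzyme. Also added: annealed dual-labelled DNA beacon duplex, ATP-started. Timing: 1 h reaction at 25 °C, ATP-initiated. Technique: Cy5 fluorescence at 0 and 60 min, beacon hairpin quenching. Evaluation: % inhibition of unwinding. Replication: one well per compound.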
# GalR3 antag = blocks the human galanin receptor 3; HEK293 GalR3-CNG cAMP membrane potential fluorescence; galR3 body fused to GalR1 C-terminus; inhibition, % at 3 µM; O60755; 360,000 tested, 0.44% active;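 active = inhibition above the screen-wide average plus 3 SD, cut at about 13% in these data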;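 note: forskolin and galanin both at EC90 stimulate the cells; cAMP rise reported by CNG channel membrane potential dye signal; 0% = forskolin plus galanin with DMSO and 100% = forskolin alone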
# GPR7 antag = human neuropeptides B/W receptor 1 antagonism | 290,000 tested, 1.1% active | AID 1861 | inhibition, % at 4.4 µM | GPR7-expressing cells, fluorescence antagonist assay | P48145; in the data active = inhibition above about 16%, passing the limit was not always enough;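 note: cells stimulated with the agonist NPW; 0% = agonist with vehicle and 100% = vehicle without agonist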
# Target sequence (P48145 whole entry, looked up): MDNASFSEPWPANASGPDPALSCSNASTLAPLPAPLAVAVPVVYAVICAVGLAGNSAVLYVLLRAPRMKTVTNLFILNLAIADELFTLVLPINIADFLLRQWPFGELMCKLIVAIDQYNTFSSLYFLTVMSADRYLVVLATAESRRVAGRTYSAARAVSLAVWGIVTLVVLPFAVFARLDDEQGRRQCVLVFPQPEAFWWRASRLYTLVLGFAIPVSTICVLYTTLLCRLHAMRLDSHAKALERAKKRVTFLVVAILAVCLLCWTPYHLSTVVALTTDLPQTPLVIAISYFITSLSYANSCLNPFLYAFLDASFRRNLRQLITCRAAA
# V1aR counter = V1a receptor agonism, counter-screen for OXTR agonists | CHO-V1R cells, Fluo-8 calcium fluorescence, agonist mode; 0% DMSO, 100% 3 nM vasopressin | activation, % at 3 µM | 320,000 tested, 0.25% active | AID 2797;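 active = activation above the mean activation of all tested compounds plus 3 SD, per screening run, cut at about 20% in these data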;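 note: signal is peak over basal fluorescence ratio across a 100 second FLIPR read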
# Target sequence (P37288 whole entry, looked up): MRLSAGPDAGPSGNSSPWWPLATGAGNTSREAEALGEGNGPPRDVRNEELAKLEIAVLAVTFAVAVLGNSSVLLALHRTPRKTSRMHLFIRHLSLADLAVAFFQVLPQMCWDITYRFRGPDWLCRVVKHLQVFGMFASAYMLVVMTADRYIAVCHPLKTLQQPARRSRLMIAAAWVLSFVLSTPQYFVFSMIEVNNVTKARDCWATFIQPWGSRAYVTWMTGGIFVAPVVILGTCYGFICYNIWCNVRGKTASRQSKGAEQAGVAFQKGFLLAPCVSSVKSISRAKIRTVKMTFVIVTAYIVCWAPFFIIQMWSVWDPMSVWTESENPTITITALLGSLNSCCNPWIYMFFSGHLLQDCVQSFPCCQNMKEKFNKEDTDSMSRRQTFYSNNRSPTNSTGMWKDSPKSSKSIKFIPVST
# DNA FID counter = fluorescent intercalator displacement, NS3 helicase counter-screen; DNA fluorescent intercalator displacement, fluorescence; inhibition, % at 7.9 µM; 290,000 tested, 0.17% active; in the data active = inhibition above about 37%;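 note: 0% = vehicle and 100% = reference compound; higher means more ethidium bromide displaced from hairpin DNA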
# An asterisk follows results filed as active; . = not tested or not shown.
# The line under a structure holds: PHOSPHO1 inh	OXTR ag	IMP-1 inhibitor	VIM-2 inhibitor	NS3 helicase inh	GalR3 antag	GPR7 antag	V1aR counter	DNA FID counter
- O=C(NCc1ccc(Cl)cc1)c1cnccn1
→ 44.7	-0.5	-1.4	-1.1	1.7	-4.2	-3.0	0.1	1.1
- CCOC(=O)c1cccc(-n2c(C)cc(C=O)c2C)c1
→ 12.3	-1.7	-3.9	-1.0	3.7	-5.8	2.7	-1.5	-8.5
- CC(=O)c1c(C)cc(C)c(CSc2nc(C)cc(=O)[nH]2)c1C
→ 14.1	0.0	-3.5	0.0	3.6	-4.7	-9.0	0.2	-13.5
- O=C(NCC1CCCO1)/C(=C\c1cccs1)NC(=O)c1ccccc1 (stereo unspecified)
→ 34.5	-0.2	-1.8	-3.2	5.1	-4.2	-11.4	-0.9	-3.0
- Cc1ccc2cc(S(=O)(=O)NCCC(=O)O)ccc2c1
→ 18.2	0.9	-0.2	-2.6	2.3	-4.0	4.2	-0.6	-8.2
- COc1ccc(N=C2CCCN2CC(N)=O)cc1
→ 12.6	-0.1	-1.8	2.3	-5.5	-0.1	10.9	1.3	2.3
- Cc1c(C(=O)N(CCO)Cc2ccccc2)oc2c(F)cccc12
→ 30.2	0.9	-4.7	-3.2	-2.4	-7.1	6.2	2.0	-27.3
- O=C1C=C(c2cccs2)CC(c2cccs2)C1n1cnc([N+](=O)[O-])c1 (stereo unspecified)
→ 14.7	2.2	-2.8	-4.0	3.0	0.1	-1.3	2.5	-10.2
- CCOc1ccc(C(=O)Nc2ccccc2-c2ccccc2)cc1Cl
→ -9.1	0.2	-5.6	-4.5	-3.1	-3.0	-1.5	1.6	-5.7
- COc1cc2nc(NC(=O)c3ccc(F)cc3Cl)sc(=O)c2cc1OC
→ .	0.2	-1.7	0.8	2.6	.	-3.2	1.4	-6.2
- CCOC(=O)N1CCN(Cc2nc(CC3CC3)no2)CC1
→ 10.9	0.5	-0.8	-2.3	4.1	-2.7	-11.9	1.6	-6.3
- COC(=O)CCN1CCc2cc(N=Nc3ccc([N+](=O)[O-])cc3)ccc21
→ 26.8	0.0	0.1	-0.5	2.2	1.2	4.8	0.2	2.4
- Cc1c(C(=O)NCCc2ccccc2)oc2ccccc12
→ 35.1	-2.0	-2.2	-2.1	-0.9	-1.6	-19.4	-0.8	-22.2
- CN(c1ccc(C(=O)NCCSCc2ccco2)cc1)S(C)(=O)=O
→ -24.8	2.0	-4.6	-4.3	-7.5	-1.7	-7.0	2.2	-10.2
- NNC(=O)c1ccc2nc(-c3ccc(Br)cc3)cn2c1
→ -0.3	-0.2	-3.8	-1.3	-6.0	-2.2	-16.0	1.4	-6.5
- CN(C)c1ncc(S(=O)(=O)c2ccccc2)c(-c2ccccc2Cl)n1
→ -7.4	-1.9	-2.2	-2.9	-4.7	-4.7	-11.2	-1.1	-17.9
- O=S(=O)(Nc1nc2ccccc2s1)c1ccc(Br)s1
→ 39.3	3.2	-3.4	-1.6	19.2	-2.5	-8.0	2.9	-27.8
- COc1ccc(C(=O)CSc2nccn2C)cc1
→ 6.3	0.7	-2.1	0.0	-1.2	-10.3	-15.2	0.1	-4.5
- O=C1CC(N2CCN(c3ccc(F)cc3)CC2)C(=O)N1Cc1ccccc1 (stereo unspecified)
→ 34.8	0.7	-2.4	-2.0	-11.8	-8.8	-3.0	0.8	-12.4
- COc1cc(CNc2ccc(O)cc2)cc(Br)c1OCc1ccccc1
→ 10.9	-2.7	-2.5	-2.7	-1.8	-4.6	-16.4	-1.9	5.9
- CCn1c(=NC(=O)c2ccc(N3C(=O)CCC3=O)cc2)sc2c(OC)ccc(OC)c21
→ -9.3	-0.1	-1.4	-1.3	1.5	.	-8.9	1.7	-9.2
- COc1ccc2c(c1)c1nnc(SCC(=O)NC3CC3)nc1n2C
→ 15.0	-1.3	-2.9	0.4	-5.9	-7.3	-6.7	-0.8	-12.9
- CCOc1ccc(-c2nc(CN(Cc3ccccc3)C[C@@H]3CCC(=O)N3)c(C)o2)cc1
→ 26.2	-2.8	-2.6	-3.1	-17.1	-2.0	-12.6	-1.1	-16.2
- CC(C)(C)NC(=O)C(=O)NN=C1CCCCCCC1
→ 30.3	0.1	0.1	-0.7	-0.2	-3.4	-6.8	0.1	-0.8
- Cc1ccc(S(=O)(=O)NN=C2CCC(C(C)(C)C)CC2)cc1[N+](=O)[O-] (stereo unspecified)
→ -2.4	0.5	-3.1	-2.8	7.2	.	-8.4	-0.2	-0.7
- CC(=O)Nc1cccc(NC(=O)C(F)(F)F)c1
→ 29.2	-0.3	-1.1	-2.4	5.2	-4.3	-4.7	-0.2	-1.9
- CCOC(=O)NN1C(=O)c2ccccc2NC1c1ccccc1O (stereo unspecified)
→ -12.5	1.3	-2.2	-0.4	13.4	-4.3	-1.7	0.5	-1.6
- COc1ccc(NC(=O)CSc2nnc(-c3ccccc3C)n2N)cc1
→ 16.8	1.4	-2.4	-0.7	-3.2	-1.9	-13.9	1.1	-3.2
- COc1ccc(-c2csc(N3CCN(C(=O)c4ccccc4)CC3)n2)cc1
→ 8.0	2.6	-2.8	-3.0	2.2	-2.0	7.2	3.4	-14.7
- CC(C(=O)Nc1ccc(S(N)(=O)=O)cc1)N1CCc2ccccc21 (stereo unspecified)
→ -64.1	0.3	-3.2	-2.1	-3.2	-6.1	-3.3	1.7	-0.1
- O=c1oc(-c2cccc(Cl)c2)nc2c1cnn2-c1ccccc1
→ 13.9	-0.7	-1.2	-4.1	6.4	-1.8	0.2	0.0	-1.1
- O=C(Nc1cccc(C(F)(F)F)c1)c1cnccn1
→ 7.6	-0.3	-2.7	-2.6	-4.8	2.7	0.7	0.1	-6.7
- C#CCOc1ccc(/C=C2/C(=O)ON=C2C)cc1Cl
→ 17.5	1.6	-0.3	3.3	18.6	2.2	2.0	-0.2	1.4
- CC1(C(=O)NC2CCCC2)CCC(=O)N1Cc1cccs1 (stereo unspecified)
→ 11.4	0.4	0.6	0.3	10.9	-4.0	-3.7	0.2	-8.0
- O=C(Nc1ccc(NC(=O)C2CC2)nc1)c1ccncc1
→ 13.5	0.6	-1.8	-0.6	-3.5	-1.5	12.0	1.0	0.4
- CCOC(=O)NNc1ccccc1
→ -37.4	1.6	0.1	-0.9	5.3	-3.0	-2.8	1.1	0.5
- Cc1cc(C)c(S(=O)(=O)c2ccccc2)c(=O)[nH]1
→ .	0.2	-0.5	-2.5	-2.6	-11.1	-1.9	-0.4	2.2
- COc1ccc(N2CCN(Cc3nnnn3C3CCCCC3)CC2)cc1
→ 36.7	1.4	-3.3	0.9	-1.8	6.6	-1.7	1.7	-21.4
- CC(O)Cc1cn([C@@H](CCCCNC(=O)OC(C)(C)C)C(=O)N2CCN(C(=O)OC(C)(C)C)CC2)nn1 (stereo partly specified)
→ 21.9	-0.5	-1.4	-0.6	6.2	-4.9	-12.1	0.4	-33.7
- CCc1cccc(C)c1NC(=O)CCCn1c(=O)c2cccn2c2cccnc21
→ 22.3	1.0	-3.6	-0.5	-3.5	4.5	-14.7	0.1	-13.6
- COc1cc(C(=O)N2CCN(C(=O)c3ccco3)CC2)c([N+](=O)[O-])cc1OC
→ 4.1	1.5	-3.3	-0.5	1.4	-0.6	-5.9	0.3	-1.7
- O=C(c1cc2cc(Cl)ccc2o1)N1CCCC1
→ 10.3	-0.5	-2.0	-0.1	9.0	-8.8	3.2	0.0	-11.0
- CC(C)CCc1noc(CN(C)CCC2CCOCC2)n1
→ 26.8	0.7	-0.7	-0.8	2.3	-5.6	-9.6	0.1	-11.8
- O=C(CSc1nnc(CNC(=O)c2ccco2)o1)Nc1cccc(Cl)c1
→ 17.1	-0.6	-2.5	-0.2	7.8	0.7	8.8	0.3	-9.9
- CC1=C[C@H](C)[C@H](c2c(F)cccc2Cl)CC1=O
→ 9.6	-0.3	-2.3	-0.9	-10.3	.	-8.0	-0.2	-3.9
- Cn1c(CCNC(=O)C(C)(C)C)nc2ccccc21
→ 20.5	5.0	-1.8	-4.6	-1.6	-2.4	-17.3	0.1	-0.3
- CC(C)N1C(=O)CCC1C(=O)O (stereo unspecified)
→ -7.4	-1.4	0.2	1.5	6.4	-4.9	14.0	0.5	2.1
- Cc1ccc(-n2nc3c(=O)n(C(C)C(=O)NCc4ccc(Cl)cc4)nc(C)c3c2C)cc1 (stereo unspecified)
→ 27.3	2.5	-2.1	-1.2	1.4	-13.0	-4.5	6.7	-54.5
- Cc1ccc(-c2nn(-c3ccccc3)cc2C(N)=O)o1
→ 46.4	-0.3	-0.8	-1.7	4.1	-7.1	1.6	0.4	-11.3
- COc1ccc(OC)c(NC(=O)CSc2nnnn2-c2ccccc2F)c1
→ -10.0	-0.6	-2.9	-2.7	0.8	-0.6	0.1	1.9	-15.2

# More records.
# The line under a structure holds: PHOSPHO1 inh	OXTR ag	IMP-1 inhibitor	VIM-2 inhibitor	NS3 helicase inh	GalR3 antag	GPR7 antag	V1aR counter	DNA FID counter
- CSc1ncc(CN2CCN(CC=C(C)C)C(CCO)C2)cn1 (stereo unspecified)
→ -10.7	0.6	-1.8	-0.7	-1.1	-0.4	-20.2	1.0	1.1
- O=C(COC(=O)CCC(=O)c1cccs1)Nc1ncc(Cl)cc1Cl
→ -3.4	-0.3	-2.8	-3.0	-1.8	-3.6	-7.2	0.3	-8.0
- COc1ccc(C(c2nnnn2C(C)(C)C)N2CCN(c3nc4ccccc4s3)CC2)cc1 (stereo unspecified)
→ 24.5	.	-2.9	-4.1	-5.0	-3.7	3.0	.	-25.1
- COc1ccc(CCNC(=O)c2cc3c(=O)n4cccc(C)c4nc3n(Cc3ccco3)c2=N)cc1OC
→ -10.1	-1.1	-5.3	5.3	38.0*	-4.9	15.2	0.8	-44.6
- Cc1c(C(=O)N2CC3(CC(c4cccc(NC(=O)[C@H]5CCC(=O)N5)c4)=NO3)C[C@@H]2C(N)=O)cc([N+](=O)[O-])cc1[N+](=O)[O-] (stereo partly specified)
→ 13.3	-0.1	.	.	.	-3.6	.	0.6	.
- N#CC1=C(N)Oc2cc(N)ccc2C1c1ccccc1Cl (stereo unspecified)
→ -0.6	.	1.1	-0.2	8.4	-8.4	-0.7	.	-4.2
- CCCCc1nnc2c(N(C)S(=O)(=O)c3ccccc3)nc3ccccc3n12
→ -8.5	-0.5	-6.4	2.0	-4.9	-4.8	-8.7	-0.5	-3.2
- O=S(=O)(NC1=NCCCCC1)c1ccc(F)cc1
→ 23.9	0.5	-3.3	-1.8	-9.8	-3.3	-13.2	1.2	-2.0
- O=C(O)C1CCC(=O)N1Cc1ccc(F)cc1 (stereo unspecified)
→ 5.9	-0.8	-2.3	-1.7	-4.9	-7.2	-2.6	-0.1	-0.3
- Cc1c(N=C/C=C/c2ccccc2)cnn1C
→ 1.0	1.0	-0.4	-0.4	0.1	1.7	-2.6	-0.4	-0.5
- C=CCSC1=NNC(c2ccc(C(C)(C)C)cc2)=NN1
→ 21.9	-0.2	-2.7	0.3	-1.2	-2.7	-1.6	0.3	-13.8

# Random draw from the library; about 4.3% have a hit in one of these screens.
